Hsp90 Hop PPI: qHTS Assay for Disrupters of an Hsp90 Co-Chaperone Interaction. Potency, µM (top dose mostly 57 µM), without a hit: top-dose activity change, negative = inhibition. AlphaScreen TPR2A-His6 binding biotin-Hsp90 C-terminal peptide. 0.44% of 71,000 active; active means well fitted curve in either direction with a large enough effect; inconclusive means small, poorly fitted or top-dose-only effect, or another doubt; further: potency means the concentration at half of the fitted maximal effect; on the % scale 0 is the no-effect control and ±100 the full control effect; many of its hits are not listed in these tables
ERK AVP inh: qHTS Assay for Inhibitors of the ERK Signaling Pathway using a Homogeneous Screening Assay. HEK293-V1b, vasopressin-stimulated pERK AlphaScreen. Potency, µM (titrated, usually from 57.5 µM), for the others: top-dose activity, negative = inhibition, most hits filed as inhibitors. 0.99% of 72,000 active; further: potency means the concentration at half of the fitted maximal effect; on the % scale 0 is the no-effect control and ±100 the full control effect; nearly all actives have a fitted effect of over 55% in size
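qHTS, compounds titrated on V1b-expressing HEK293 cells. Preincubation 30 min at 37C, vasopressin 25 nM for 5 min, lysis 10 min, bead incubation 5 hr at room temperature.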
HADH2 inh: qHTS Assay for Inhibitors of HADH2 (Hydroxyacyl-Coenzyme A Dehydrogenase, Type II) | 3-hydroxyacyl-CoA dehydrogenase type-2 (Homo sapiens), Q99714 | recombinant HADH2, NADH fluorescence, beta-hydroxybutyryl-CoA | Potency, µM (highest dose often 57.1 µM), for inactives: at the top dose activity change, negative = inhibition, hits mostly inhibitors | 3.4% of 73,000 active | AID 886, 2007; further: potency means the concentration at half of the fitted maximal effect; on the % scale 0 is the no-effect control and ±100 the full control effect; nearly all actives have a fitted effect of over 60% in size; many of its hits are not listed in these tables
Target sequence (Q99714 whole entry, looked up, one chain of several): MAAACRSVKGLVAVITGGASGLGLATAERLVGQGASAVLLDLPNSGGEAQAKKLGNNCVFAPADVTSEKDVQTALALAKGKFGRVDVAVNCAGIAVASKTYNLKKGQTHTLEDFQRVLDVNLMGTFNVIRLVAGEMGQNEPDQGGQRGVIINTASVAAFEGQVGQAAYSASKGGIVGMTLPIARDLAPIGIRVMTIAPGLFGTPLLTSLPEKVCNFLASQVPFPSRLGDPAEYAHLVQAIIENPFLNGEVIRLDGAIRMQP
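His-tagged recombinant enzyme from E. coli, 20 nM, preincubated 15 min RT with compound; reaction started with 1 mM NAD+ and 90 uM beta-hydroxybutyryl-CoA in 100 mM Tris-HCl pH 9.0. NADH fluorescence (ex 360/em 450) read over 4 min; last-minus-first difference.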
Tau fil binding: qHTS Assay for Tau Filament Binding; 2% of 71,000 active; AID 596, 2007; Microtubule-associated protein tau (Homo sapiens), P10636; Potency, µM (top dose mostly 57.1 µM), inactives show top-dose activity change, negative = inhibition; recombinant tau filaments, thioflavin S fluorescence, 15 h; filaments grown with octadecylsulfate alongside compound;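 further: potency means the concentration at half of the fitted maximal effect; on the % scale 0 is the no-effect control and ±100 the full control effect; actives lower thioflavin S fluorescence by blocking filaments or displacing dye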
Target sequence (P10636 whole entry, looked up): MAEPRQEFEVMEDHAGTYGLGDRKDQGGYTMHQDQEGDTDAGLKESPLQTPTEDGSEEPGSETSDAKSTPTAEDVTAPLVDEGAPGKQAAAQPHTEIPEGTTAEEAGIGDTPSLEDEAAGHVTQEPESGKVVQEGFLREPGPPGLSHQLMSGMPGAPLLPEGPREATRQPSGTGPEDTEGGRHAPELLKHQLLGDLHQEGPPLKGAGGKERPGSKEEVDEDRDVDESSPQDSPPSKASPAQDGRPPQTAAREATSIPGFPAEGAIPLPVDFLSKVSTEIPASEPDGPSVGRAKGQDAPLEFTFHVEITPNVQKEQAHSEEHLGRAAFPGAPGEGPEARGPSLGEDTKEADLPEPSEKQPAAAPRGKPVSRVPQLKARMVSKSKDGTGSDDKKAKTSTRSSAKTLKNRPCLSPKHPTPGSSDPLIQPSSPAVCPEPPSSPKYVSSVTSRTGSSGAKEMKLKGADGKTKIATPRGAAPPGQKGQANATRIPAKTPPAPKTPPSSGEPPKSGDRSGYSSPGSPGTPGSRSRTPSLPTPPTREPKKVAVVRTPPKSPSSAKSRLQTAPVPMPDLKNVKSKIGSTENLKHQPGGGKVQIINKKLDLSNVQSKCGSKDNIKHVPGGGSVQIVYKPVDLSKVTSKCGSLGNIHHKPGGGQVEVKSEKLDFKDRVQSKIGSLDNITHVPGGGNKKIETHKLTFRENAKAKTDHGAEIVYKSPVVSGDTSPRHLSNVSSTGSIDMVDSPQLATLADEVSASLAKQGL
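Thioflavine S fluorescence (ex 450, em 510 nm) reports filaments formed from 1 uM human tau plus 30 uM ODS over 15 h at 37 C (10 mM HEPES pH 7.4, 100 mM NaCl, 5 mM DTT); compounds displacing dye or blocking filaments lower signal.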
Pol III holo inh: qHTS Assay for Inhibitors of DNA Polymerase III Holoenzyme System. Potency, µM (series often up to 57.1 µM), without a hit: at the highest dose activity change, negative = inhibition. AID 603, 2007. 0.25% of 71,000 active. reconstituted DNA polymerase III holoenzyme replication, biochemical; further: potency means the concentration at half of the fitted maximal effect; on the % scale 0 is the no-effect control and ±100 the full control effect
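Reconstituted *E. coli* holoenzyme (0.35 nM Pol III, 1 nM beta, 154 nM SSB, 2 nM primase) was preincubated with compound for 15 min at RT. Synthesis on 1.4 nM ssM13Gori ran 35 min, then was stopped with PicoGreen/EDTA and read as dsDNA fluorescence.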
Texas Red fluor: qHTS Assay for Spectroscopic Profiling in Texas Red Spectral Region. 0.06% of 59,000 active. Compound fluorescence, Texas Red channel, 547/618 nm; active compounds read high. max dye-equivalent concentration, M. AID 587, 2007; in the data active means max dye-equivalent concentration above about 10 nM; inconclusive means between about 1.1 nM and that limit
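Compound fluorescence was read after 15 min at room temperature in 100 mM Tris, pH 8.0, using 547 nm excitation and 618 nm emission across a concentration series. It was expressed as Texas Red dye-equivalent concentration from an on-plate standard curve.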
Rhodamine fluor: qHTS Assay for Spectroscopic Profiling in Rhodamine Spectral Region; 0.05% of 59,000 active; Rhodamine-region fluorescence, 547/598 nm, Tris buffer; active compounds read high; max dye-equivalent concentration, M; in the data active means max dye-equivalent concentration above about 11 nM; inconclusive means between about 1.1 nM and that limit
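Intensities are converted to rhodamine-equivalent concentration using a six-point rhodamine standard on each plate. Compounds sit 15 min at room temperature in 100 mM Tris buffer, pH 8.0; read uses the 547/598 nm excitation/emission pair.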
15-hLO inh: qHTS Assay for Inhibitors of 15-hLO (15-human lipoxygenase). Polyunsaturated fatty acid lipoxygenase ALOX15 (Homo sapiens), P16050. purified 15hLO-1, xylenol orange hydroperoxide absorbance. Potency, µM (titrated, usually from 57.1 µM), for inactives: at the top dose activity change, negative = inhibition, usual class: inhibitors. 1.4% of 74,000 active. AID 887, 2007; further: potency means the concentration at half of the fitted maximal effect; on the % scale 0 is the no-effect control and ±100 the full control effect; nearly all actives have a fitted effect of over 55% in size
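Purified human 15hLO-1 (40 nM) in 25 mM Hepes pH 7.5, 0.01% Triton X-100, preincubated 15 min RT with compound, then 50 uM arachidonic acid for 6 min. Hydroperoxide read by ferrous/xylenol orange, 30 min; 573/405 nm absorbance ratio gave progress.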
HBB splicing: qHTS Assay for Modulators of Hemoglobin Beta Chain Splicing | Potency, µM (series often up to 46.1 µM), for inactives: at the highest dose activation, hits mostly activators | AID 925, 2007 | 0.06% of 65,000 active | HBB splicing reporter cell assay, activation; EGFP reporter with mutant IVS2-654 intron; response scale: normalised to 500 nM splice-correcting PNA; further: potency means the concentration at half of the fitted maximal effect; 0% is about no effect
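Compounds were applied for 2 days to HeLa EGFP-654 cells, 500/well in Optimem with 2% FCS. The reporter's EGFP is disrupted by mis-splicing of beta-globin intron IVS2-654. Readout: summed well GFP fluorescence from 488 nm laser scanning; reference was 500 nM antisense […] 654 PNA.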
FLuc inh: qHTS Assay for Inhibitors of Firefly Luciferase; Luciferin 4-monooxygenase (Photinus pyralis), P08659; purified firefly luciferase, luminescence, 8 min; Potency, µM (top dose mostly 57.1 µM), inactives show at the highest dose activity change, negative = inhibition, actives largely listed as inhibitors; 2.2% of 72,000 active; further: potency means the concentration at half of the fitted maximal effect; on the % scale 0 is the no-effect control and ±100 the full control effect; nearly all actives have a fitted effect of over 40% in size
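Titration-based qHTS; buffer 50 mM imidazole pH 7.2, 50 mM KCl, 7 mM MgCl2, 10 uM ATP, 0.01% Tween 20, 0.05% BSA; luciferase/luciferin detector mix added after compound; 8 min, ambient; luminescence.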
CRE Fsk mod: Cell signaling CRE-BLA (Fsk stim); Potency, µM (titrated, usually from 38.2 µM), inactives show top-dose activity change, negative = inhibition, hits mostly activators; 2.5% of 71,000 active; CHO CRE-bla reporter (cAMP response element driving beta-lactamase), forskolin EC10, beta-lactamase ratio; AID 662, 2007; active means well fitted activation curve with a large enough effect in the signal ratio, with a control signal flat, not every such curve was filed as active; inconclusive means small, poorly fitted or top-dose-only effect, or effect the other way, or a change in a side signal; the % refers to the signal ratio; further: potency means the concentration at half of the fitted maximal effect; % of control where 0% means no effect
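Forskolin analogue NKH 477 at EC10 stimulated CRE-driven beta-lactamase in CHO cells alongside compound dilution series. Beta-lactamase was measured with CCF4, excitation 405 nm, emission ratio 460/530 nm.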
The depositor's hits bear a star; i = inactive; ? = inconclusive; . = no result given; [ ] = remark or other dose. Unless noted, the call rests on the fitted dose curve; in most records, active means well fitted curve in the direction sought with a large enough effect; inconclusive means small, poorly fitted or top-dose-only effect, or another doubt; inactive means no such curve, though single readings can be large; an effect the other way counts as inactive or inconclusive. The list is partial; rates above refer to the full screens.

SMILES	Hsp90 Hop PPI	ERK AVP inh	HADH2 inh	Tau fil binding	Pol III holo inh	Texas Red fluor	Rhodamine fluor	15-hLO inh	HBB splicing	FLuc inh	CRE Fsk mod
CCOC(=O)N1CCN(C(=O)c2ccc(CNS(=O)(=O)c3ccc(OC)cc3)cc2)CC1	-5%	-11%	2%	-4%	-11%	i	i	6%	-2.9%	1%	-25%
O=C(NCc1ccc(Cl)cc1)c1noc2c1CCCC2	6%	19%	2%	1%	-4%	i	i	-5%	-1.2%	-1%	-7%
NCC(=O)NC1(C(=O)O)CCCC1	-7%[11 µM]	-18%[11.5 µM]	-7%[11.4 µM]	-3%[11.4 µM]	3%[11.4 µM]	i	i	1%[11.4 µM]	3.7%[9.22 µM]	2%[11.4 µM]	8%[7.6 µM]
CCOc1ccc(NC(=O)COc2nsnc2N2CCCCC2)cc1	-7%	4%	?	74%	-6%	i	i	-1%	0.2%	1%	8%
Cc1ccc(NC(=O)COS(=O)c2ccc(C)cc2)cc1 (stereo not given)	0%	14%	-4%	4%	-2%	i	i	7%	.	2%	-1%
COc1ccc(C2C(C(N)=O)=C(C)Nc3nc(-c4ccccc4)nn32)cc1OC (stereo not given)	-4%	5%	4%	9%	-3%	.	.	3%	0.2%	-2%	6%
COc1cccc2cc(C(=O)N3CCc4ccccc43)c(=O)oc12	-2%	-7%	7%	-4%	1%	i	i	-7%	0.1%	2%	1%
CC1N/C(=C\C(=O)c2ccccc2)N(O)C1(C)C (stereo not given)	-4%	-1%	-15%	15%	-3%	i	i	-10%	0.4%[0.369 µM]	13µM*	-4%
c1ccc(CC2CCN(c3nnnn3-c3ccccc3)CC2)cc1	19%	19%	-6%	5%	0%	i	i	-4%	-2.3%	0%	25%
O=S(=O)(NCc1cccs1)c1cccc2cccnc12	3%	0%	91%[activator]	1%	1%	i	i	-7%	-4.2%	-3%	?
COc1ccc(OCCSc2nnc(-c3ccccc3)n2N)cc1	-12%	-2%	-3%	-2%	-2%	i	i	13µM*	.	-2%	4%
CCN(CC)C(=O)c1c[nH]c2ccc(S(=O)(=O)Nc3cc(C)cc(C)c3)cc2c1=O	-7%	21%	1%	-6%	2%	i	i	-27%	-1.7%	3%	?
C=CCSC[C@@H]1Nc2cc(Cl)c(S(N)(=O)=O)cc2S(=O)(=O)N1	-1%[26 µM]	15%[25.7 µM]	5%[25.6 µM]	-19%[25.6 µM]	-5%[25.6 µM]	i	i	5%[25.6 µM]	0.2%[20.6 µM]	-11%[25.5 µM]	-2%[17.1 µM]
COc1ccc(NC2C=CS(=O)(=O)C2)c(OC)c1 (stereo not given)	-6%	-12%	-5%	-20%	-6%	i	i	-6%	-0.1%	0%	-1%
CN1C(=O)N(CN2CCCCC2)C2C1N(C)C(=O)N2CN1CCCCC1 (stereo not given)	-1%	-23%	0%	-4%	-2%	i	i	11%	2.8%[0.369 µM]	2%	14%
O=C1c2ccccc2CC[C@H]1CNCCc1ccc(O)cc1	0%	9%	-3%	?	-1%	.	.	4%[25.6 µM]	.	-4%	?
Cc1nn(C(C)C(=O)O)c(=O)c2c1sc1ccccc12 (stereo not given)	-2%	-9%	0%	-6%	-7%	i	i	7%	3.7%[0.369 µM]	1%	9%
CCC(=O)n1nc(NCc2ccccc2OC)nc1NCc1ccccc1OC	23%	-16%	-1%	11%	1%	i	i	-12%	-1.3%	0%	-13%
CCOc1ccccc1NC1=NCC(=O)N1Cc1ccc(F)cc1	2%	-3%	4%	2%	-4%	?	i	0%	.	2%	2%
CCOC(=O)c1c(C)[nH]c2ccc3c(c12)CN1CCc2cc(OC)ccc2[C@@H]1O3	-18%	-1%	4%	2.5µM*	-6%	.	.	-1%[25.6 µM]	.	1%	8%

Five structures from above, ordered by heavy-atom count, descending:
SMILES	Hsp90 Hop PPI	ERK AVP inh	HADH2 inh	Tau fil binding	Pol III holo inh	Texas Red fluor	Rhodamine fluor	15-hLO inh	HBB splicing	FLuc inh	CRE Fsk mod
CCN(CC)C(=O)c1c[nH]c2ccc(S(=O)(=O)Nc3cc(C)cc(C)c3)cc2c1=O	-7%	21%	1%	-6%	2%	i	i	-27%	-1.7%	3%	?
CCOC(=O)c1c(C)[nH]c2ccc3c(c12)CN1CCc2cc(OC)ccc2[C@@H]1O3	-18%	-1%	4%	2.5µM*	-6%	.	.	-1%[25.6 µM]	.	1%	8%
CCOc1ccc(NC(=O)COc2nsnc2N2CCCCC2)cc1	-7%	4%	?	74%	-6%	i	i	-1%	0.2%	1%	8%
O=C1c2ccccc2CC[C@H]1CNCCc1ccc(O)cc1	0%	9%	-3%	?	-1%	.	.	4%[25.6 µM]	.	-4%	?
Cc1nn(C(C)C(=O)O)c(=O)c2c1sc1ccccc12 (stereo not given)	-2%	-9%	0%	-6%	-7%	i	i	7%	3.7%[0.369 µM]	1%	9%

Next results follow.
SMILES	Hsp90 Hop PPI	ERK AVP inh	HADH2 inh	Tau fil binding	Pol III holo inh	Texas Red fluor	Rhodamine fluor	15-hLO inh	HBB splicing	FLuc inh	CRE Fsk mod
CCOC(=O)C1=C(C)Nc2ncnn2C1c1ccc2c(c1)OCO2 (stereo not given)	-3%	-2%	-3%	-4%	-2%	i	i	7%	-0.1%	2%	7%
C=CC1=C(C)C2=NC1=CC1=NC(=CC3=NC(=CC4=NC(=C2)C(C)=C4CCC(=O)O)C(CCC(=O)O)=C3C)C(C=C)=C1C.[Zn]	5µM*	10%	?	0.79µM*	25µM*	.	.	10µM*	.	-24%	?
CC1CCN(S(=O)(=O)c2cc(Cl)ccc2Br)CC1	?	42%[activator]	-8%	4%	-5%	i	i	-7%	0.4%	1%	?
COCCn1c(SCC(=O)N2CCCCC2)nc2ccccc2c1=O	-3%	2%	7%	0%	-5%	?	i	1%	0.2%	-1%	8%
N#Cc1c(F)cccc1N1CCOCC1	0%	-12%	16%	-3%	1%	i	i	7%	-0.3%[57.5 µM]	0%	2%
O=C(CSc1nc2ccsc2c(=O)n1Cc1ccccc1)NCc1ccco1	-3%	?	-9%	102%	-4%	i	i	-2%	1.1%[0.369 µM]	-3%	?
CCCc1cc(C(=O)Nc2cc(OC)c(Cl)cc2OC)no1	14%	57%[activator]	2%	47%	7%	.	.	-5%	-0.3%	0%	10%
Clc1ccc(CSc2nnc([C@@H]3CCCN3)o2)cc1	-6%	-12%	-2%	-8%	-1%	i	i	3%	5.1%[0.369 µM]	2%	-2%
COc1cc2c(=O)n(Cc3ccccc3)c(=O)n(CC(=O)NCC3CCCO3)c2cc1OC (stereo not given)	-1%	11%	?	-3%	0%	i	i	3%	3.5%	4%	?
CCCCn1nnc(NC(=O)CC23CC4CC(CC(C4)C2)C3)n1	-6%	0%	?	50%	-3%	?	i	-5%	-1.1%	-11%	9%
COc1ccc(NC(=O)c2c(-c3ccccc3Cl)noc2C)c(OC)c1	1%	22%	5%	-9%	2%	i	i	-17%	2.6%	-1%	23%
CCOC(=O)N1CCN(C(=O)c2cc3c(=O)n(C)c4ccccc4c3n2C)CC1	-3%[2.3 µM]	?	-13%	14%	-14%	.	.	-8%	0.1%	-7%	?
O=C(Cn1cc(C(=O)c2cccs2)c2ccccc21)NCc1ccc2c(c1)OCO2	-4%[2.3 µM]	17%	?	327%	5%	.	.	-12%	-0.2%	-14%	?
CCN(Cc1ccccc1)S(=O)(=O)c1nc2nc(C)c(C)c(C)n2n1	8%	19%	2%	13%	-4%	i	i	2%	-0.8%	2%	3%
COc1ccccc1-c1cc(C(F)(F)F)nc(S(=O)(=O)CCCC(=O)N2CCCCC2C)n1 (stereo not given)	-4%	38%[activator]	?	-25%	-6%	i	i	-6%	-1.3%	0%	?

Compound activity from PubChem.
